High-throughput results (PubChem BioAssay)
BioA inh – inhibitors of Mycobacterium tuberculosis BioA enzyme; purified M. tuberculosis BioA enzyme, plate reader; 360,000 compounds, 0.096% hits; inhibition, % at 9.99 µM; AID 602481; in the data active = inhibition above about 40%; inconclusive = no clear call, values can overlap the other calls
Rv3671c inh – inhibits the M. tuberculosis serine protease Rv3671c; 320,000 compounds, 0.048% hits; inhibition, % at 5.96 µM; P9WHR9; AID 2606; in the data active = inhibition above about 38%;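 also: extracellular domain of Rv3671c used as enzyme; 0% = enzyme with DMSO and 100% = no enzyme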
Target sequence (P9WHR9 whole entry, looked up, the tested form may be a part): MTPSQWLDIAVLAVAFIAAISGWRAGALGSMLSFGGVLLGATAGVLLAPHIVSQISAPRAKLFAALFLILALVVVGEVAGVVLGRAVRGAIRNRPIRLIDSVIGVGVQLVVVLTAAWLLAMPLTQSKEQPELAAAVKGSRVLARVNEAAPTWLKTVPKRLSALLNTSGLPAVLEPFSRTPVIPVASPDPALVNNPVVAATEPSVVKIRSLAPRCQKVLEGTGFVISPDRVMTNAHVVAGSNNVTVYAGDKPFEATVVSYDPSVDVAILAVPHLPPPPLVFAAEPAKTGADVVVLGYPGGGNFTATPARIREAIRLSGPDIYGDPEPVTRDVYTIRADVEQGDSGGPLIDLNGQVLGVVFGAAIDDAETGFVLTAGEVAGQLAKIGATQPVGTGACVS
GDH-TPI inh – inhibits GDH-TPI coupling enzymes, artifact for Mtb FBA screen | GDH-TPI coupled enzyme counterscreen, NADH absorbance | inhibition, % at 4.8 µM | 360,000 compounds, 1.2% hits;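 also: 0% = DMSO wells and 100% = wells lacking the enzyme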
Mtb FBA inh – Mtb fructose-bisphosphate aldolase inhibition | P9WQA3 | purified M. tuberculosis FBA, fluorescence read-out | inhibition, % at 1 µM | 360,000 compounds, 2.3% hits | AID 588726; in the data active = inhibition above about 27%;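 also: 0% = vehicle and 100% = reference inhibitor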
Target sequence (P9WQA3 whole entry, looked up): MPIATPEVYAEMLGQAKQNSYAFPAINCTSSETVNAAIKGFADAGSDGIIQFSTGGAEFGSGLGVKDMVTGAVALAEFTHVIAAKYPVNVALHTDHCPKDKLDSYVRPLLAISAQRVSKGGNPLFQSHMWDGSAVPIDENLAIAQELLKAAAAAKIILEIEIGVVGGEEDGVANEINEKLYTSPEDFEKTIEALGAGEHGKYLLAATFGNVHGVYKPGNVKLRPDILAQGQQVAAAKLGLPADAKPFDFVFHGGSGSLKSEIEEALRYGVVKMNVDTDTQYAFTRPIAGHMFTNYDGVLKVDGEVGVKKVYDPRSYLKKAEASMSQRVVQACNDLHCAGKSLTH
DUSP3 inh – DUSP3 (human) phosphatase inhibition; AID 1654; inhibition, % at 13.3 µM; 290,000 compounds, 0.52% hits; recombinant VHR phosphatase, pNPP absorbance; in the data active = inhibition above about 50%; also: some compounds called inactive have numbers as strong as hits
Target sequence (P51452 whole entry, looked up): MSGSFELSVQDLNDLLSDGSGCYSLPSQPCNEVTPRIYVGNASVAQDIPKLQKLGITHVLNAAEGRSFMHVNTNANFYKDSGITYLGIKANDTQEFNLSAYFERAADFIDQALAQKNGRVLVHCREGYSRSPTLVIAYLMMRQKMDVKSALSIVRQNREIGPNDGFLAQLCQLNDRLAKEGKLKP
FadD28 binding – inhibitors of Mycobacterium tuberculosis FadD28 bisubstrate binding | FadD28 bisubstrate probe binding, fluorescence polarization | inhibition, % at 12.5 µM | 360,000 compounds, 0.22% hits; in the data active = inhibition above about 8.5%, passing the limit was not always enough; inconclusive = no clear call, values can overlap the other calls
UGM FP inh – blocks M. tuberculosis UGM enzyme. inhibition, % at 10 µM. purified UGM, fluorescence polarization probe displacement. P9WIQ1. 320,000 compounds, 0.06% hits; in the data active = inhibition above about 10%, passing the limit was not always enough; inconclusive = no clear call, values can overlap the other calls
BoNT-F LC inh – inhibitors of Botulinum neurotoxin F light chain protease | Multiplex microsphere protease cleavage assay, flow cytometry | inhibition, % at 10 µM | 360,000 compounds, 0.22% hits | AID 588497; in the data active = inhibition above about 35%, passing the limit was not always enough; inconclusive = no clear call, values can overlap the other calls; also: plate controls were buffer without enzyme for full effect and enzyme alone for no effect
CCHFV vOTU inh – blocks the CCHF virus ovarian tumor domain protease. 370,000 compounds, 0.55% hits. CCHFV vOTU protease, Pep-AMC fluorescence. inhibition, % at 11.5 µM. AID 651958; also: 0% = vehicle wells with enzyme and 100% = no enzyme wells
MazF activator – MazEF (E. coli) toxin RNase activation; P0AE70; FAM/BHQ RNA-DNA oligo cleavage fluorescence, 5 h; activation, % at 20 µM; 350,000 compounds, 0.32% hits; AID 504720; in the data active = activation above about 50%
Target sequence (P0AE70 whole entry, looked up): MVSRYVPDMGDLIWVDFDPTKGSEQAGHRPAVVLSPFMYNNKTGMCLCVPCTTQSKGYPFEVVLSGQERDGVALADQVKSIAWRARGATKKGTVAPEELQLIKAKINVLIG
The depositor's hits bear a star; ? = inconclusive; nt = no result given. Rule as the data show it, unless noted: active = inhibition above about 30%; inactive = the rest.

Values in the order – BioA inh	Rv3671c inh	GDH-TPI inh	Mtb FBA inh	DUSP3 inh	FadD28 binding	UGM FP inh	BoNT-F LC inh	CCHFV vOTU inh	MazF activator
Cc1ccc(NC(=O)N2CCN(c3ncccc3C(F)(F)F)CC2)cc1
 : nt	1	13	1	27	-0.8	-0.4	-6	-5	-10
O=C(Cn1c(=O)n(CC2CCCO2)c(=O)c2ccccc21)c1ccc(Cl)c(Cl)c1 (stereo not drawn)
 : -0.4	1	1	0	0	-1.9	-1.9	2	-5	2
COc1ccc(NC(=O)n2ncc3c(C)cccc32)cc1
 : -1.5	1	-5	-4	44	-3.1	2.4	4	5	-7
CCO[C@@H]1OC(C(=O)N2CCOCC2)=C[C@H](c2cn(C(C)=O)c3ccccc23)[C@H]1CCCO
 : 0.6	5	-6	1	-15	-1.6	-0.5	3	-7	4
CCOC(=O)N1CCN(C(=O)COC(=O)c2ccccc2NCCO)CC1
 : nt	3	9	107*	nt	-1.3	0.2	7	-170	4
Cc1ccc(C2/C(=C(\O)c3ccc4c(c3)OCCO4)C(=O)C(=O)N2CC2CCCO2)cc1 (stereo not drawn)
 : -0.9	nt	13	3	6	-0.7	2.0	-9	10	3
CC(C)(C)[C@H]1C=C(C(=O)N2CCOCC2)O[C@@H](OCc2ccc(CO)cc2)C1
 : -0.7	-1	7	2	21	-2.0	0.8	9	-1	-1
Cc1ccc(CNC(=O)CSc2nc3c(sc4ccccc43)c(=O)n2CCCN2CCCC2)cc1
 : nt	6	27	12	13	-6.1	1.7	2	-15	13
CCCN(CCC)C(=O)Cn1c(=O)n(CCC(=O)NCCc2ccccc2)c(=O)c2ccccc21
 : -1.2	0	-4	2	33	0.4	2.2	-4	-7	7
COc1cccc(/C=N/n2c(-c3ccco3)nc3ccccc3c2=O)c1
 : nt	-11	3	-4	-5	-2.2	-2.3	-4	9	4
O=C(c1ccc(F)cc1)N1CCN(S(=O)(=O)c2ccc3c(c2)OCCO3)CC1
 : -0.6	nt	16	4	nt	-2.4	nt	4	14	1
CN(CC(=O)Nc1cccnc1)S(=O)(=O)c1cc(Cl)ccc1Cl
 : 7.1	10	-6	-5	4	-1.4	-2.1	-7	nt	-1
Cn1cc(CCCC(=O)NCc2ccc(F)cc2)c2ccccc21
 : 3.0	nt	5	5	27	-1.8	-0.2	-7	5	13
COc1ccc(C2CC(C(F)(F)F)n3ncc(C(=O)Nc4cccc(O)c4)c3N2)cc1OC (stereo not drawn)
 : -0.5	-4	2	3	-7	-5.2	0.9	-28	7	6
COc1cccc(NC(=S)NC2CC3CCCC(C2)N3CC(C)C)c1 (stereo not drawn)
 : -0.4	4	-7	-3	22	-3.2	-1.3	-6	9	9
CCOP(=S)(OCC)Oc1cc(C)nc(C(C)C)n1
 : 0.7	nt	6	-3	nt	-2.7	nt	-1	-3	12
CN(Cc1cccc2cnccc12)C(=O)c1cc(COc2ccc(F)cc2F)on1
 : 0.2	nt	0	-1	37	-1.1	nt	-5	-8	-1
O=[n+]1cc(-c2ccc(Cl)cc2)n([O-])c2c1CCC2
 : nt	4	7	1	-1	-2.8	-1.4	?	-4	-4
Cc1ccc(C(C(=O)NC2CCCCC2)N(C(=O)Cc2c[nH]c3ccccc23)c2ccccc2)o1 (stereo not drawn)
 : -1.9	-6	13	1	27	-0.2	-5.8	4	8	-2
CCC(NC(=S)NC1CCCCC1)c1ccc(C(C)C)cc1 (stereo not drawn)
 : 0.3	nt	0	1	21	1.4	-2.7	8	3	nt

Full records, quoted from the list. Order of screens: BioA inh | Rv3671c inh | GDH-TPI inh | Mtb FBA inh | DUSP3 inh | FadD28 binding | UGM FP inh | BoNT-F LC inh | CCHFV vOTU inh | MazF activator
Cn1cc(CCCC(=O)NCc2ccc(F)cc2)c2ccccc21 across the screens: 3.0 | nt | 5 | 5 | 27 | -1.8 | -0.2 | -7 | 5 | 13
O=C(c1ccc(F)cc1)N1CCN(S(=O)(=O)c2ccc3c(c2)OCCO3)CC1 across the screens: -0.6 | nt | 16 | 4 | nt | -2.4 | nt | 4 | 14 | 1

The list continues:
Values in the order – BioA inh	Rv3671c inh	GDH-TPI inh	Mtb FBA inh	DUSP3 inh	FadD28 binding	UGM FP inh	BoNT-F LC inh	CCHFV vOTU inh	MazF activator
N#Cc1c(/N=C/c2ccc(O)cc2O)sc2c1C1CCN2CC1
 : nt	0	14	1	12	-2.2	-3.0	2	-18	-40
CCCC1(c2ccccc2)NC(=O)N(CC(=O)Nc2sc(-c3ccccc3)cc2C(=O)OCC)C1=O (stereo not drawn)
 : 0.8	6	0	-4	-22	-0.5	0.8	14	11	-14
COc1ccc(Br)cc1S(=O)(=O)NCCc1cccs1
 : nt	5	1	5	nt	-0.8	-0.5	2	-2	3
Cc1ccc2nc3c(c(Nc4ccc(O)cc4)c2c1)CCC3
 : -0.7	3	24	4	-25	-1.1	-1.1	1	9	4
CCN(CC)S(=O)(=O)c1cccc(C(=O)Oc2cccc(NC(=O)c3cccs3)c2)c1
 : -5.5	-128	6	-2	-2	0.8	-1.7	-3	-7	2
Cc1cc(Br)ccc1NC(=O)CN(C)C(=O)CSCc1ccccc1
 : -1.0	-7	9	2	nt	-2.3	2.6	6	6	-6
CC(=O)N(Cc1cccnc1)Cc1cc2ccc(C)cc2[nH]c1=O
 : 0.8	-2	6	4	30	0.0	1.0	10	-17	-2
Cc1ccc2c(COC(=O)c3ccc(C)c(C)c3)cc(=O)oc2c1
 : nt	5	2	2	22	-0.2	0.6	15	8	2
O=C(NCCc1ccc(F)cc1)c1ccc2c(=O)n3c(nc2c1)CCC3
 : nt	-12	12	6	nt	-4.6	4.1	0	20	-25
N#CCCOC1(C#CCN2CCCC2)CCCCC1
 : -0.3	13	-6	2	-18	0.2	-1.3	?	-4	-43
CCCCC(=O)Nc1ncc(S(=O)(=O)c2ccc([N+](=O)[O-])cc2)s1
 : 2.5	0	12	0	11	-0.4	2.1	-12	-3	1
CN(C)c1ccc(/C=C/c2c([N+](=O)[O-])c(=O)n(C)c(=O)n2C)cc1
 : -0.6	nt	22	-1	15	1.6	nt	13	-7	2
COc1ccc(NC(=O)c2ccccc2NC(=O)COc2ccccc2)cc1
 : nt	5	5	0	-14	-2.8	-2.0	-7	-5	-7
COc1ccc(NC(=O)c2ccccc2NC(=O)CSc2ccc(Cl)cc2)cc1
 : -0.9	-2	10	-2	-15	0.8	-2.0	-6	1	-5
CCc1ccc(OC2(C)CCN(Cc3ccccc3OC(F)F)C2)cc1 (stereo not drawn)
 : 0.8	nt	5	-1	nt	0.4	nt	-13	12	nt
CC1(C)O[C@@H](CC(=O)O)[C@]23CO[C@H](C(=O)[C@]4(C)C2CC[C@@]2(C)[C@H](c5ccoc5)OC(=O)C5O[C@]524)[C@@H]13 (stereo partly drawn)
 : -1.8	-7	5	-1	nt	-0.5	4.8	-2	14	2
COc1ccc(N2C(=O)CC(Nc3ccc(C(=O)O)cc3)C2=O)cc1OC (stereo not drawn)
 : nt	-8	-5	4	-11	0.3	-0.3	2	1	3
O=C(Nc1ccccc1Cl)C1CCCN(c2ncnc3c2nc2n3CCCCC2)C1 (stereo not drawn)
 : 1.9	-5	-2	-1	-7	-6.2	-0.8	-1	16	-5
COc1ccc(S(=O)(=O)NCCc2ccco2)cc1OC
 : 3.0	2	7	0	34	0.2	-0.8	9	9	-2
COc1ccccc1C(=O)NCC(=O)OCc1ccc(Br)cc1
 : nt	-8	12	-1	22	-1.4	1.4	1	12	-1
COc1ccc(OCC(=O)N/N=C/C=C/c2ccccc2)cc1
 : 1.9	3	16	-3	-4	-2.6	-0.5	-2	9	8
COc1ccc2sc(-c3ccccc3OC)c(C#CCCO)c2c1
 : -1.1	-19	15	4	nt	-11	1.5	-4	12	3
NC(=O)OCCCc1ccccc1
 : -1.0	2	-6	-2	nt	-3.8	-0.7	4	12	6
COc1ccc(NC(=O)Nc2ccncc2)c(OC)c1
 : 0.0	7	-6	-2	18	-3.4	1.6	-1	-1	4
Cc1noc(C)c1COc1ccccc1C(=O)NC(C)c1ccc(F)cc1 (stereo not drawn)
 : -0.1	nt	-2	6	nt	0.4	nt	-5	-26	-1
Cc1ccc(N(Cc2ccccc2)C(=O)c2cc(S(=O)(=O)N3CCOCC3)ccc2F)cc1
 : -3.3	-2	10	0	nt	-8.7	1.4	3	10	-1
CN(C)c1ccc(CNC(=O)c2cc(S(=O)(=O)N3CCOCC3)cn2C)cc1
 : 0.9	-2	-6	0	9	-1.8	1.6	-5	-3	4
O=C(NCC(c1cccs1)N1CCOCC1)c1ccco1 (stereo not drawn)
 : -0.3	8	9	2	-3	0.3	1.8	6	1	1
O=C1C=C(c2ccc(OC(F)(F)F)cc2)C[C@@H](c2ccc(F)cc2)C1
 : 3.3	-11	1	2	nt	-1.9	0.4	-1	nt	-4
Cc1cccc(N(Cc2nnc3n2CCCCC3)C(=O)Nc2ccccc2)c1
 : 2.4	7	6	2	24	-0.7	-0.3	-7	10	13
O=CN1CCN(C(=O)Cc2ccc(Cl)cc2)CC1
 : -0.3	nt	1	-4	nt	-0.4	nt	-5	-10	1
O=C(COC(=O)C1CC1)Nc1ccc(OC(F)F)cc1
 : 1.0	3	-2	3	0	-0.4	0.9	0	-1	4
O=C(C1CCC1)N1CCN(c2ccnc3cc(Cl)ccc23)CC1
 : nt	6	-1	1	1	-4.7	-1.6	-4	4	8
CNC(=O)NC(=O)COC(=O)c1cccc(S(=O)(=O)N2CC3(C)CC2CC(C)(C)C3)c1 (stereo not drawn)
 : nt	2	-5	-3	nt	-5.1	-0.7	8	19	3
C=CCN(c1ccccc1)S(=O)(=O)c1cccc(C(=O)O)c1
 : -3.2	-3	4	54*	37	-3.7	1.6	-2	21	-4
O=C(Cn1nnc2ccccc2c1=O)NC1CCCc2ccccc21 (stereo not drawn)
 : -1.1	-4	8	1	10	-4.3	-0.5	-2	-9	-21
Cc1cc(SCC(=O)NCCCN2CCCC2=O)nc2ccccc12
 : -0.3	-5	5	-1	nt	-2.2	1.0	-11	1	-57
Cn1cccc1C(=O)NS(=O)(=O)c1ccccc1Cl
 : nt	5	8	-2	18	-1.0	-0.6	13	0	4
Oc1ccc(-c2nc3ncccn3c2Nc2ccc3c(c2)OCCO3)cc1
 : 2.2	-3	-5	-7	24	-2.6	1.4	-1	-2	11
COC(=O)[C@@]1(Cc2ccc(OC)cc2)[C@H]2c3cc(C(=O)N(C)C)n(Cc4ccc(OC(F)(F)F)cc4)c3C[C@H]2CN1C(=O)c1ccccc1
 : nt	-14	nt	nt	1	nt	-0.1	nt	nt	0
CN(c1ccc(C(=O)NCc2ccncc2)cc1)S(C)(=O)=O
 : 0.6	-2	9	2	-16	0.5	0.0	-3	1	6
CC(=O)c1c(C(C)=O)c(C)n(-c2ccc3ncccc3c2)c1C
 : 6.2	0	10	3	20	0.5	2.2	-1	-4	2
Nc1nnc(SCC(=O)c2cccc([N+](=O)[O-])c2)s1
 : nt	0	-3	1	12	-0.5	-0.1	0	-12	8
COCC(C)n1c(C)cc(C(=O)CSc2nnc(Nc3ccccc3F)s2)c1C (stereo not drawn)
 : 1.1	-1	0	2	7	-1.7	1.4	-7	24	5
C=C[C@H]1C(O[C@@H]2O[C@H](CO)[C@@H](O)[C@H](O)[C@H]2O)OC=C2C(=O)N3CCc4cc(OC)c(O)cc4[C@H]3C[C@H]21 (stereo partly drawn)
 : -1.8	1	17	3	nt	-0.3	nt	-22	-5	-49
O=C(CNc1ccc(F)cc1)N/N=C1\CCc2ccccc21
 : -1.1	1	14	-1	-14	0.6	-7.9	3	11	6
COc1cccc(-c2ccc3nnc(SCC(=O)N4CCOCC4)n3n2)c1
 : 0.4	0	-4	1	nt	-2.7	-0.4	nt	-2	1
Oc1ccc(/C=C/c2nc(-c3ccccc3O)n(-c3ccccc3)n2)cc1
 : -0.3	-5	27	9	23	0.1	-1.6	-4	18	7
Cc1ccccc1OC1C(=O)N(CC2CCCO2)C1c1ccc2c(c1)OCO2 (stereo not drawn)
 : nt	4	14	3	12	-1.8	-0.8	0	-7	1
CCCCc1ccc(NC(=O)COc2ccc(C(=O)Nc3ccccc3OCC)cc2)cc1
 : -0.2	-6	2	4	2	0.2	-0.8	-1	-7	-8
Cc1[nH][nH]c(=O)c1C=NCc1cccnc1
 : -0.9	-5	14	1	21	-3.0	0.0	0	15	7
